Bioassay records: PubChem BioAssay, National Center for Advancing Translational Sciences (NCATS)
AmpC no deterg – blocks E. coli AmpC beta-lactamase in detergent-free assay. P00811. AmpC nitrocefin hydrolysis, absorbance 480 nm, 0.0001% Triton. Potency, µM (series often up to 57.1 µM), inactives show at the highest dose activity change, negative = inhibition, hits mostly inhibitors. 330,000 tested, 0.52% active;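 also: potency is read from the fitted curve at half-maximal effect; plate controls were no compound for no effect and no enzyme for full effect; nearly all actives have a fitted effect of over 20% in size; some results filed as inactive show a strong effect at the top dose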
Target sequence (P00811 whole entry, looked up): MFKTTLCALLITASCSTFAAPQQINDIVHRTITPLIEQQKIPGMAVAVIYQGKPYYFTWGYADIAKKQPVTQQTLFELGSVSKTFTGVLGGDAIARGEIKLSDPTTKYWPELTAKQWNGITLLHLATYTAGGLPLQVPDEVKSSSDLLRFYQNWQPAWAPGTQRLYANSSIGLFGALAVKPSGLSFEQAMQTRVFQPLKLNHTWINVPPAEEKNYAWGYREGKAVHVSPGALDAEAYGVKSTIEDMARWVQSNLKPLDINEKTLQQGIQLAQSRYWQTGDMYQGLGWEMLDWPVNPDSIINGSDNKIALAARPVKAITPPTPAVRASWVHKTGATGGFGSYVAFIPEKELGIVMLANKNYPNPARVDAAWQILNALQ
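20 mM phosphate pH 7.0 + 0.01% (detergent screen) or 0.0001% Triton X-100; 5.3 nM AmpC reagent; cpd preinc 15 min RT; nitrocefin (800 uM stock) to start; A480 q20 s × 4 min; Activity was normalised to no-enzyme and no-compound control wells.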
Sm TGR inh – S. mansoni TGR enzyme inhibition. Q962Y6. purified TGR, DTNB reduction, TNB absorbance 405 nm. Potency, µM (titrated, usually from 114 µM), for the others: top-dose activity change, negative = inhibition, actives largely listed as inhibitors. 360,000 tested, 3% active. AID 485364; also: potency is read from the fitted curve at half-maximal effect; nearly all actives have a fitted effect of over 60% in size
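Kinetic colorimetric format: TGR-catalysed, NADPH-driven DTNB reduction monitored via TNB absorbance. Enzyme dispensed at 20 nM; compound exposure 15 min at room temperature before reaction start.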
AMA1-RON2 inh – inhibitors of Plasmodium falciparum AMA1-RON2 interaction; AlphaScreen AMA1-biotinylated RON2 peptide binding; Potency, µM (series often up to 58.2 µM), inactives show top-dose activity change, negative = inhibition, most hits filed as inhibitors; 360,000 tested, 0.2% active; AID 720542;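 also: potency is read from the fitted curve at half-maximal effect; 0% = vehicle wells and -100% = peptide control; nearly all actives have a fitted effect of over 45% in size; some results filed as inactive show a strong effect at the top dose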
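AMA1 (3D7) with his tag at 25 nM final met compounds first, then biotinylated RON2 peptide at 25 nM; detection used donor plus acceptor beads, 10 µg/mL apiece, read by AlphaScreen after 30 min at room temperature.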
Giardia FBPA inh – inhibitors of Giardia lamblia fructose-1,6-bisphosphate aldolase | purified Giardia FBPA | Potency, µM (series often up to 59.6 µM), without a hit: at the top dose activity, negative = inhibition, actives largely listed as inhibitors | 290,000 tested, 0.71% active | AID 2451; also: potency is read from the fitted curve at half-maximal effect; nearly all actives have a fitted effect of over 55% in size
Target sequence (A8B2U2 whole entry, looked up): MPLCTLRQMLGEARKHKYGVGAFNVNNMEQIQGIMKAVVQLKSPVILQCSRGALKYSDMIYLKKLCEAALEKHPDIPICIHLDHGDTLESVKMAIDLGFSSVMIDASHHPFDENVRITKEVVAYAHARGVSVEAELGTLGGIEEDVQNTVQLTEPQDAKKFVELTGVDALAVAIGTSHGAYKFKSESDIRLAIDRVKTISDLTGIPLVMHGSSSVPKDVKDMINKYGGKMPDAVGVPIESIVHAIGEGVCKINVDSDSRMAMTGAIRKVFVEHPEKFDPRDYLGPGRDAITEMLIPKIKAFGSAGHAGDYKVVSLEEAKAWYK
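Giardia FBPA (40 nM reagent) was preincubated 10 min at RT with compound (up to 57.5 uM final), then substrate plus GAPDH/TPI/NAD/arsenate coupling system with diaphorase/resazurin was added; resorufin fluorescence (525/598 nm) was read after 20 min.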
HCMV inh – blocks human cytomegalovirus replication. AID 1259415. activity change, negative = inhibition, % at 57.5 µM. 410,000 tested, 4.5% active. HFF cells, HCMV-luciferase reporter, 72 h; active compounds read low; in the data active = activity change below about -60%; inconclusive = no clear call, values can overlap the other calls; inactive = above about -39%
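Two-dose cell screen: HFF monolayers treated with compounds and infected with luciferase-expressing HCMV at 1 PFU/cell, 72 h at 37C, then lysed for luciferase measurement.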
AmpC detergent – AmpC beta-lactamase inhibition with detergent present; AID 485294; Potency, µM (titrated, usually from 114 µM), for the others: at the highest dose activity change, negative = inhibition, actives largely listed as inhibitors; P00811; AmpC hydrolysis of nitrocefin, absorbance 480 nm, 0.01% Triton; 370,000 tested, 0.041% active;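 also: potency is read from the fitted curve at half-maximal effect; 0% = no-compound wells and -100% = no-enzyme wells; nearly all actives have a fitted effect of over 25% in size; some results filed as inactive show a strong effect at the top dose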
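20 mM phosphate pH 7.0 + 0.01% (detergent screen) or 0.0001% Triton X-100; 5.3 nM AmpC reagent; cpd preinc 15 min RT; nitrocefin (800 uM stock) to start; A480 q20 s × 4 min; Activity was normalised to no-enzyme and no-compound control wells.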
* = called active by the depositor; ? = inconclusive; . = no result given; [ ] = dose if it differs, or a comment. Unless noted, calls follow the shape of the dose curve; as a rule, active = well fitted curve in the direction sought with a large enough effect; inconclusive = small, poorly fitted or top-dose-only effect, or another doubt; inactive = no such curve, though single readings can be large; an effect the other way counts as inactive or inconclusive. Unless noted, % is scaled to controls: 0 for no effect and ±100 for the full control effect.

SMILES	AmpC no deterg	Sm TGR inh	AMA1-RON2 inh	Giardia FBPA inh	HCMV inh	AmpC detergent
NC(=O)[C@@H]1CCCN1C(=O)c1cc(COc2ccc(F)cc2F)on1	-2%	0%	-10%	.	-17	0%
NC(=S)Nc1cccc2cccnc12	-11%	2%	-3%	-3%	-79*	-3%
Cc1ccc(C)n1CCN1CCN(C(=O)c2ccco2)CC1	59%	-23%	3%	-20%	-24	-13%
Cc1cc(OCC(=O)NCCc2c[nH]c3ccccc23)c2c(C)c(C)c(=O)oc2c1	54%	0%	0%	-4%	16	-13%
COC(=O)C(NNc1ccccc1)(NC(=O)c1ccccc1F)C(F)(F)F (stereo unspecified)	-3%	-25%	-1%	3%	7	3%
CC(C)(CC(=O)O)CC(=O)N1CCN(c2cc(C(F)(F)F)nc3ccccc23)CC1	-14%	-5%	10%	19%	.	1%
Cc1cc(NCc2ccccn2)n2nc(C)c(-c3ccc(Cl)cc3)c2n1	77%[activator]	5%	88%[activator]	-11%	-99*	8%
CN(C)/C=N/c1nc2nccc(-c3cccc(Cl)c3)n2n1	-21%	-5%	1%	5%	27	1%
Cc1ccc([N+](=O)[O-])cc1S(=O)(=O)Nc1ccc(OCC(=O)N2CCOCC2)cc1	-18%	66%[activator]	-3%	.	27	7%
CC(C)CSc1n[nH]c(N)n1	-2%	-2%	-3%	3%	8	-6%
O=Cc1cc2ccccc2nc1SCCCF	-26%	-8%	-1%	-11%	37	-13%
CCCNC(=O)C1CCC(Cn2c(=O)c3sccc3n(CC(=O)NCc3cccc(OC)c3OC)c2=O)CC1 (stereo unspecified)	.	-6%	.	.	9	-2%
Cc1ccc(Nc2nc(N)nc(CN3CCc4ccccc4C3)n2)cc1	-20%	-8%	-25%	-3%	19	2%
COC(=O)/C=c1\sc2ncnn2c1=O	-5%	1.4µM*	0%	?	3	-6%
N#Cc1ccccc1NC(=O)c1cc2c(=O)n3ccccc3nc2s1	.	-7%	.	.	1	2%
Cc1c(C(=O)NN)sc(=S)n1C	-36%	12%	13%	?	-3	1%
O=c1cc(CSc2ccccc2)[nH]c2ccc(F)cc12	.	-5%	.	.	-30	-6%
CCOC(=O)c1sc(NC(=O)c2nc3ncccn3n2)c(C(=O)OC)c1C	.	-1%	.	.	-5	19%
CCCCn1c(C(C)NC(=O)CC)nc2ccccc21 (stereo unspecified)	-2%	5%	-3%	0%	19	?
COc1cccc(CSc2nnc(C(F)(F)F)n2Cc2ccc(F)cc2)c1	18%	-11%	2%	0%	0	0%
O=C1N=C(N2CCCC2)S/C1=C\C=C\c1ccccc1	8%	0%	8%	-5%	?	-2%
CN1CCN(C(=S)c2cn(Cc3ccc(Br)cc3)c3ccccc23)CC1	127%[activator]	-1%	?	-11%	27	5%
CCCc1ccc(OCc2ccc(C(=O)N3CCN(c4ccccn4)CC3)o2)c(OC)c1	163%[activator]	-16%	-20%	-5%	54	-2%
COc1ccccc1C(=O)Nc1ccc2nc(SCC(=O)N3CCCc4ccccc43)sc2c1	.	-2%	.	.	19	19%
Cc1cccc(C)c1NC(=O)C1CCCN(S(=O)(=O)c2c(C)noc2/C=C/N(C)C)C1 (stereo unspecified)	.	-1%	.	.	1	7%

Other results follow:
SMILES	AmpC no deterg	Sm TGR inh	AMA1-RON2 inh	Giardia FBPA inh	HCMV inh	AmpC detergent
COc1ccc(NC(=O)c2oc3ccc(S(=O)(=O)N4CCC5(CC4)OCCO5)cc3c2C)cc1	101%[activator]	1%	-5%	-2%	-17	-3%
CCOCCCNC(=S)N1CCCN(c2nc3c(C)c(C)ccc3cc2C#N)CC1	-24%	20%	27%	-4%	-9	-1%
CCOc1cc(CNS(=O)(=O)c2cn(C)cn2)cc(OCC)c1OCC	0%	?	2%	.	-5	-2%
CCOc1sc2nc(C)n(CC(=O)Nc3cccc(C)c3)c(=O)c2c1C	.	-3%	.	.	2	-6%
CCOC(=O)c1c(C)nc2sc3c(=O)n(-c4ccc(OC)cc4)nnc3c2c1-c1ccc(OC)cc1	-9%	10%	-18%	0%	6	-20%
COC(=O)CCn1[nH]c(=O)c2ccccc2c1=O	-9%	5%	-5%	-11%	42	0%
CCOc1ccc(NC(=O)C(=O)NCCc2csc(-c3ccc(C)cc3)n2)cc1	.	1%	.	.	72	8%
O=C1CCc2cc(NS(=O)(=O)c3ccc(F)cc3)cc3c2N1CC3	-13%	-3%	-1%	.	-2	-3%
COc1ccc(CCNC(=O)Cn2cnc3c2c(=O)n(C)c(=O)n3C)cc1OC	-5%	-16%	1%	.	-24	1%
Cc1ccc(C)c(-n2nnc(-c3nc(-c4ccc(Cl)cc4)no3)c2N)c1	.	2%	.	.	30	14%
COc1ccc2ccccc2c1CN1CCN(C(=O)c2ccco2)CC1	110%[activator]	-20%	-27%	5%	13	-8%
CCN(CC)CCCNC(=O)Cc1c(C(=O)O)n(C)c2ccccc12	-19%	-7%	-5%	-5%	16	?
O=C(CSCc1ccc(Cl)c(Cl)c1)Nc1c[nH]c(=O)[nH]c1=O	-7%	-14%	-4%	2%	-29	-2%
O=C(Nc1ccc2c(c1)OCCO2)c1cc(-c2ccccc2)nc2ccccc12	-19%	10%	-14%	2%	-2	-1%
CC(=O)N1CCN(c2ccc(NCc3ccco3)cc2)CC1	21%	-22%	.	.	-33	-4%
COc1cccc(CNC(=O)CC(NC(C)=O)c2ccccc2)c1 (stereo unspecified)	-16%	3%	0%	6%	-30	6%
COc1ccc(N2CCN(C(CNC(=O)C(=O)NCCc3ccccc3)c3cccnc3)CC2)cc1 (stereo unspecified)	.	-13%	.	.	-17	7%
COc1ccc(C(=O)NCCS(=O)(=O)N(C)Cc2ccccc2)cc1	?	6%	-6%	.	-16	?
COc1ccccc1NC(=O)C(=O)NCC(c1ccc2c(c1)OCO2)N1CCOCC1 (stereo unspecified)	.	-3%	.	.	2	1%
CCCc1cc(C(=O)Nc2ccc(F)cc2F)no1	-5%	-3%	6%	-2%	-14	?
CC(C)(C)c1ccc(C2(C)NC(=O)N(CC(=O)NCc3cccs3)C2=O)cc1 (stereo unspecified)	3%	4%	-10%	3%	-4	0%
COc1ccc2[nH]cc(CCNC(=O)Nc3c(C)cccc3C)c2c1	.	3%	.	.	6	21%
O=C(Cn1c(=O)oc2cc(S(=O)(=O)N3CCCCCC3)ccc21)Nc1cccc(C(F)(F)F)c1	.	6%	.	.	?	7%
COc1ccc([N+](=O)[O-])cc1NC(=O)C(C)OC(=O)c1cccnc1Cl (stereo unspecified)	-10%	10%	9%	7%	-27	6%
O=c1[nH]c(=O)n(-c2cccc(F)c2)c(O)c1/C=C1\C=Nc2ccccc21	-40%	35µM*	-1%	4%	49	-6%

The list goes on, overlapping the part above by six compounds.
SMILES	AmpC no deterg	Sm TGR inh	AMA1-RON2 inh	Giardia FBPA inh	HCMV inh	AmpC detergent
CCCc1cc(C(=O)Nc2ccc(F)cc2F)no1	-5%	-3%	6%	-2%	-14	?
CC(C)(C)c1ccc(C2(C)NC(=O)N(CC(=O)NCc3cccs3)C2=O)cc1 (stereo unspecified)	3%	4%	-10%	3%	-4	0%
COc1ccc2[nH]cc(CCNC(=O)Nc3c(C)cccc3C)c2c1	.	3%	.	.	6	21%
O=C(Cn1c(=O)oc2cc(S(=O)(=O)N3CCCCCC3)ccc21)Nc1cccc(C(F)(F)F)c1	.	6%	.	.	?	7%
COc1ccc([N+](=O)[O-])cc1NC(=O)C(C)OC(=O)c1cccnc1Cl (stereo unspecified)	-10%	10%	9%	7%	-27	6%
O=c1[nH]c(=O)n(-c2cccc(F)c2)c(O)c1/C=C1\C=Nc2ccccc21	-40%	35µM*	-1%	4%	49	-6%
CCC(Sc1nc2ccccc2[nH]1)C(=O)Nc1cc(C)on1 (stereo unspecified)	-25%	-1%	2%	-13%	-11	3%
O=C(Cc1ccc(Cl)cc1)OCc1nnc(-c2ccccc2)o1	4%	0%	28%	1%	-11	-3%
COc1ccc(NS(=O)(=O)c2ccc(N3CCOCC3)c(NC(=O)c3cccc(F)c3)c2)cc1	-45%	-5%	-8%	1%	-78*	1%
COc1ccc(CN2CCN(C(=O)CCC(=O)Nc3nnc(CC(C)C)s3)CC2)cc1F	165%[activator]	-25%	2%	12%	-65*	-8%
O=C(COC(=O)c1ccccn1)NCc1cccc(Cl)c1	-15%	0%	20%	.	8	-17%
FC(F)(F)c1ccc2c(c1)nc1n2CCCC1	-4%	2%	16%	3%	11	3%
CC(C)(O)c1nnn(-c2ccccc2)c1C(F)(F)F	12%	-8%	-14%	6%	-14	-14%
C=CCn1c(=NC(=O)c2cc(-c3cccs3)nc3ccccc23)sc2cc(S(N)(=O)=O)ccc21	-6%	3%	10%	-3%	-26	-15%
COC(=O)c1ccc(OCCCCN2CC(C)OC(C)C2)cc1 (stereo unspecified)	3%	6%	-23%	?	61	0%
O=C(Nc1nnc(-c2cccnc2)o1)c1ccccc1Cl	-12%	8%	9%	-1%	5	5%
COc1ccc(/C(C)=N/N=C(N)N)c(O)c1	-21%	4%	61%[activator]	-15%	0	6%
C=CCNC(=O)CCCOc1cc(C)ccc1C	12%	2%	3%	4%	-20	-8%
CCCCCCCNc1nc(Cl)nc(NCCO)n1	6%	.	-6%	1%	42	-7%
C=CCN(C(=O)CNC(=O)c1ccco1)C(C(=O)NC1CCCCC1)c1ccc(F)cc1 (stereo unspecified)	9%	?	25%	1%	10	-14%
CCN1CC2CCCC3(C1)C(=O)NC1(CCCCC1)N=C23 (stereo unspecified)	-15%	?	0%	-12%	-19	0%
COCCCNC(=S)N1CCN(c2ccc([N+](=O)[O-])cc2)CC1	-9%	4%	-11%	-3%	?	2%
O=C(c1cc(NC(=O)C23CC4CC(CC(C4)C2)C3)cc(NC(=O)C23CC4CC(CC(C4)C2)C3)c1)N1CCCCC1	14%	-3%	-6%	3%	.	-4%
C=CCOc1cccc(CNn2cn[nH]c2=S)c1	-27%	8%	2%	-26%	-24	-1%
CCOc1ccc2[nH]c(=S)[nH]c2c1	-9%	-12%	31%[activator]	?	22	?
Cc1ccc(CNC(=O)Cn2cnc3c(NCc4ccccc4)ncnc32)o1	-16%	.	-3%	.	10	.
N#Cc1ccccc1NC(=O)c1ccc2c(Cl)c3c(nc2c1)CCCC3	-4%	-11%	-22%	1%	?	-7%
COc1ccc(CCNCC(=O)Nc2ccc(C)c(Br)c2)cc1OC	48%	5%	-6%	-27%	-1	0%
CCc1ccc(S(=O)(=O)Nc2ccc(-c3ccc(N4CCCCCC4)nn3)cc2)cc1	.	-3%	.	.	20	19%
O=C(c1cccc(S(=O)(=O)Nc2ccc(Br)cc2)c1)N1CCCC1	-11%	-7%	-5%	.	15	?
Cc1ccc(S(=O)(=O)N2CCN(C(=O)CC(C)n3cncn3)CC2)cc1C (stereo unspecified)	-1%	5%	1%	5%	-22	2%
Cc1ccccc1Sc1ncnc2onc(C)c12	-2%	4%	41%[activator]	2%	57	0%
O=C(O)c1n[nH]c2c1CCCCC2	-18%	7%	64%[activator]	-11%	34	-10%
